Screening data deposited in PubChem by several laboratories.
RGS4 inh = RGS4 inhibitors, primary screen, cell-based, HEK293 M3R inducible RGS4, calcium flux; Regulator of G-protein signaling 4 (Homo sapiens), P49798; Fluo-4 calcium flux; active compounds read high; triggered by carbachol at its EC20; B-score at 10 µM; 310,000 tested, 0.45% active;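 active means B-score, a plate-corrected calcium signal, over three deviations above library mean, with baseline fluorescence within five deviations of library mean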;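 further: RGS4 expression induced by doxycycline in cells with stable M3 receptor; B-score is computed from the integrated fluorescence ratio over baseline after carbachol; higher B-score means a larger calcium signal and so more RGS4 inhibition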
Target sequence (P49798 whole entry, looked up): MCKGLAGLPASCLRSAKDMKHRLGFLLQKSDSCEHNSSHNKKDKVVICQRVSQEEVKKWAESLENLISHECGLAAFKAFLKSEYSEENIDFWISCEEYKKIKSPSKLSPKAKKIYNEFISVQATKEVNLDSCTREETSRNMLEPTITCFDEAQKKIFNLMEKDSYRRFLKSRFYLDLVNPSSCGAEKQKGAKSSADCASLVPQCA
KCNK3 inh = human KCNK3 channel inhibitors, primary screen, CHO cells, FluxOR thallium flux, B-score; Potassium channel subfamily K member 3 (Homo sapiens), O14649; FluxOR fluorescence; active compounds read low; B-score at 10 µM; 340,000 tested, 0.84% active;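 active means B-score under library mean minus 4 SD, starting fluorescence ratio at most library mean plus 5 SD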;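 further: more negative B-score means stronger inhibition of thallium flux through KCNK3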
KCNK9 inh = KCNK9 potassium channel inhibitors, primary screen, HEK293 cells, thallium flux; FluxOR thallium flux fluorescence; active compounds read low; 310,000 tested, 1.2% active; B-score at 10 µM;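 active means ratio B-score over 3 SD below the library mean, with starting fluorescence within 5 SD of its mean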;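 further: negative B-score means less thallium flux so channel inhibition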
Target sequence (Q9NPC2 whole entry, looked up): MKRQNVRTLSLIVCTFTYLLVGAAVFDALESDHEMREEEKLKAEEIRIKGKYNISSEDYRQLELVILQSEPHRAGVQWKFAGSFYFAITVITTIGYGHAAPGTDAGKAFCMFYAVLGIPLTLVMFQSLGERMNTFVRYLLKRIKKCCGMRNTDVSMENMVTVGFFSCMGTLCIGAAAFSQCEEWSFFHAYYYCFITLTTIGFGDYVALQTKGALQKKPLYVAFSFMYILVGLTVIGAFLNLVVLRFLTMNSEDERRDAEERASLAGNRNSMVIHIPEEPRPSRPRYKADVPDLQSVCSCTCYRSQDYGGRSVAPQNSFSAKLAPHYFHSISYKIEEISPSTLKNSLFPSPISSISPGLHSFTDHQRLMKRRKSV
GSK3A inh = blockers of GSK3A enzyme activity – biochemical, luminescence, cell-free homogeneous, HTS, primary screen; Glycogen synthase kinase-3 alpha (Homo sapiens), P49840; GSK-3 alpha kinase, ADP-Glo luminescence, 60 min; inhibition, % at 10 µM; 320,000 tested, 0.1% active; AID 2650, 2010;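 in the data active means inhibition above about 50%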;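 further: GST-tagged GSK-3 alpha with peptide substrate and 25 µM ATP; 0% = DMSO neutral wells and 100% = GW8510 positive control wells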
RGS4 act = RGS4 potentiators or activators, primary screen, cell-based, HEK293 M3R inducible RGS4, calcium flux | carbachol calcium flux Fluo4; active compounds read low | 310,000 tested, 0.92% active | B-score at 10 µM | AID 463111, 2010;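 active means B-score of the integrated calcium signal more than 4 SD below the library mean, with starting fluorescence not abnormally high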;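 further: negative B-score means reduced calcium response which marks RGS4 activation or potentiation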
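Detection: kinetic calcium fluorescence imaging with Fluo4-AM dye, 2 µM / Material: HEK293 cells with stable M3R and inducible RGS4 / Schedule: recording 10 s baseline at 1 Hz, 100 s post-agonist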
PolyA inhibitor = polyadenylation inhibitors in yeast reporter cells, primary screen, luminescence, S. cerevisiae; S. cerevisiae SKY197-pL101 polyadenylation reporter, beta-gal luminescence; efflux-impaired pdr1/pdr3 knockout yeast; score 100 = 6 SD above DMSO; calls only at 12 µM; 300,000 tested, 0.02% active;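 active means lowest replicate activity score at least 50, where 100 means six control SD above control mean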;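 further: yeast exposed to compound for 9 h at 30 °C; higher score means more reporter readthrough which indicates perturbed polyadenylation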
GSK3beta inhib = human GSK3beta kinase inhibitors, primary screen, biochemical, cell-free homogeneous, HTS. Glycogen synthase kinase-3 beta (Homo sapiens), P49841. GST-GSK3beta kinase, ADP-Glo luminescence, 60 min; active compounds read low. activity score (negative = inhibition), % at 10 µM. 300,000 tested, 0.038% active;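 active means more than half of replicate wells score below -50%, meaning over 50% inhibition versus plate controls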;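 further: 0% = median DMSO wells and -100% = median GW8510 positive control wells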
Target sequence (P49841 whole entry, looked up): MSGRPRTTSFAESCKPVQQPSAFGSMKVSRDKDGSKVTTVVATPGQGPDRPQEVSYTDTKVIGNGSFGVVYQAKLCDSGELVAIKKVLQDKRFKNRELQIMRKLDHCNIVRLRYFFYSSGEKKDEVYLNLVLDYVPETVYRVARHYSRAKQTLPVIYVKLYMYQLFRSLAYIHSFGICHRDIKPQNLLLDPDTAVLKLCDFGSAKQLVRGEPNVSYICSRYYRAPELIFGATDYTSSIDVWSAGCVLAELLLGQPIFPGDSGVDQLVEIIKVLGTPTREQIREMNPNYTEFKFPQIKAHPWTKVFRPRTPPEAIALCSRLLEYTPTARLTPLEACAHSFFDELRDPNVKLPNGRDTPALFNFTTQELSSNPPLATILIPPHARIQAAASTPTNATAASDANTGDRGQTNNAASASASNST
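test system = GST-tagged human GSK3beta kinase, cell-free | reagent = 25 µM ATP with peptide substrate | dosing = one dose of 10 µM per compound | schedule = 60 min reaction, RT | detection = luminescent ADP-Glo measurement of ADP formed | control set = DMSO neutral wells and GW8510 at 20 µM as positive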
hERG protect = hERG rescue from dofetilide block, primary screen, cell-based, CHO-hERG, FluxOR thallium flux, dofetilide IC70; Voltage-gated inwardly rectifying potassium channel KCNH2 (Homo sapiens), Q12809; dofetilide IC70 present; activation (rescue from dofetilide block), less the hit threshold, % at 10 µM; 310,000 tested, 0.51% active; AID 1511, 2009;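 active means activation above the mean of controls blocked by dofetilide plus 5 SD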;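 further: thallium influx through hERG after potassium depolarization seen as dye fluorescence rise; in these data hits start at about 4.7%; inactives centre near -7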
KCNQ1 pot = potentiators or activators of KCNQ1 channel, primary screen, cell-based, thallium flux, high-throughput; Potassium voltage-gated channel subfamily KQT member 1 (Homo sapiens), P51787; CHO-K1 KCNQ1, thallium flux FluxOR fluorescence; active compounds read high; B-score at 10 µM; 310,000 tested, 0.35% active;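 active means fluorescence ratio B-score, a plate-corrected score, at least three library SD, with initial intensity B-score within 5 SD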
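assay system = CHO-K1 cells stably expressing KCNQ1 | medium = assay buffer, equal DMSO in all wells | timing = 37 °C overnight plating, 90-min dark dye load, 20-min compound pretreatment | measured by = kinetic FluxOR thallium fluorescence, 10-s 1-Hz baseline, 110-s post-stimulus read | measure = fluorescence change relative to baseline, converted to B score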
DYRK1A inh = rat Dyrk1A kinase inhibitors, primary screen, biochemical, single point, plate reader; ADP-Glo luminescence, NFATc1 peptide; inhibition, % at 12.5 µM; 310,000 tested, 0.43% active; in the data active means inhibition above about 50%;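 further: plate controls were vehicle with enzyme for no effect and no enzyme for full effect; many of its hits are not listed in these tables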
KCNQ1 inh = inhibitors of human KCNQ1 channel, primary screen, cell-based, thallium flux, high-throughput | Potassium voltage-gated channel subfamily KQT member 1 (Homo sapiens), P51787 | B-score at 10 µM | CHO-K1 KCNQ1, FluxOR thallium flux fluorescence; active compounds read high | 310,000 tested, 1.3% active;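 active means compounds whose thallium flux B-score, printed positive for inhibition, exceeds three library SD while starting fluorescence stays within three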;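 further: channel opened by potassium depolarization with thallium stimulus after 20 min compound exposure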
* hit, by the source's call; i = inactive; . = no result given.

Structure,GSK3beta inhib,RGS4 act,GSK3A inh,KCNQ1 inh,KCNQ1 pot,KCNK9 inh,KCNK3 inh,RGS4 inh,DYRK1A inh,hERG protect,PolyA inhibitor
CCCCCCCCCCCC1=C(O)C(=O)C=C(O)C1=O,-0.5,i,0.5,i,i,i,i,i,0.1,-5.9,i
O=C(CSc1nnc(NC(=O)c2ccc(F)cc2)s1)NC1CCCC1,1.8,i,-0.8,i,i,i,i,i,1.1,-4.3,i
O=C(O/N=C(\c1ccccc1)c1ccncc1)c1ccccc1F,1.1,i,-2.8,i,i,i,i,i,-1.9,-4.7,i
CCn1cc(C(=O)OCC(=O)c2ccccc2)c(=O)c2ccc(C)nc21,-0.3,i,.,i,i,i,i,i,.,-10.3,i
COc1ccc(OC(C)C(=O)Nc2cccc(F)c2)cc1 (stereo not given),1.1,i,6.2,i,i,i,i,i,-4.4,-8.7,i
O=c1[nH]c(-c2ccccc2)nn1-c1ccc(Br)cc1Br,.,i,-2.7,i,i,i,i,i,3.6,-1.6,i
CC(=O)Nc1cc(C(=O)NCc2ccco2)ccc1Sc1ccc(C)cc1,-3.5,i,-0.3,i,i,i,i,i,0.7,-5.8,i
COc1ccc(-c2c(C#N)c(N)nc3c2c(=O)n(C)c(=O)n3C)cc1Cl,-1.8,i,1.9,i,i,i,i,i,4.7,-2.4,i
Cc1ccc(OCC(=O)Nc2cc(C)on2)c([N+](=O)[O-])n1,2.0,i,-3.1,i,i,i,i,i,-3.2,-13.0,i
COc1ccc(NC(=O)C2CC(=O)OC23CCCCC3)cc1 (stereo not given),-5.5,i,1.6,i,i,i,i,i,1.1,-2.7,i
COCCCNC(=S)Nc1ccccc1C,-1.8,i,-5.5,i,i,i,i,i,-1.9,-6.5,i
COC(=O)c1sccc1NC(=S)Nc1cc(C)cc(C)c1,-2.0,i,-2.0,i,i,i,i,i,1.4,-2.4,i
COc1cc(CNCc2cccs2)ccc1OCC(=O)NC(C)(C)C,2.7,-8.03*,0.6,i,i,i,i,i,-3.1,-2.7,i
Cc1cccn2c(=O)c3cc(C(=O)NC4CCCC4)c(=N)n(C4CCCC4)c3nc12,-0.9,i,1.4,i,i,i,i,i,-8.2,-18.8,i
N#C/C(=C(/O)CN1CCOCC1)c1nc(-c2ccccc2)cs1,-4.6,i,0.4,i,i,i,i,i,1.4,-9.9,i
CCc1nc(SCc2ccc(OC)c(Br)c2)n[nH]1,0.9,i,-0.4,i,i,i,i,i,4.8,-3.9,i
COc1nc(NCCc2ccc(OC)c(OC)c2)nc(OC)n1,-1.6,i,-1.1,i,i,i,i,i,5.5,-9.2,i
COc1ccc(CCNC(=O)CSc2nc3ccccc3o2)cc1,-4.9,i,.,i,i,i,i,i,0.4,-5.7,i
CCOC(CNC(=O)C(=O)Nc1cc2c3c(c1)CCN3C(=O)CC2)OCC,-2.0,i,-8.1,i,i,i,i,i,1.1,-6.2,i
C=CCS(=O)(=O)N1CCCC(N2CCN(c3ccccc3OC)CC2)C1 (stereo not given),-2.1,i,-0.9,i,i,i,i,i,-1.5,-5.5,i
COc1ccc(CN(CC(=O)NC2CCCC2)C(=O)CCC(=O)Nc2nc(C)cs2)cc1,-1.4,i,-0.2,i,i,i,i,i,-1.6,-10.1,i
Cc1ccc(-c2csc(NC(=O)CSc3nc4ccccc4o3)n2)cc1,-0.8,i,1.5,i,i,i,i,i,-1.2,-8.3,i
CN(C)C(=O)CSc1nc2ccccc2n1CC(=O)N1CCN(c2ccccc2)CC1,-4.5,i,-0.9,i,i,i,i,i,2.2,-10.7,i
COC(=O)c1sc(NC(=O)/C=C/c2ccccc2Cl)nc1C,0.0,i,-4.8,i,i,i,i,i,.,-19.7,i
COc1ccc(Cl)cc1NC(=O)CN(C)Cc1cccs1,.,i,-0.8,i,i,-20.8*,-12.9*,i,-3.8,-4.1,i
O=c1c2ccccc2c(-c2ccccc2)nn1-c1cc(Cl)ccc1[N+](=O)[O-],-1.2,.,1.1,.,.,.,i,.,0.6,.,i
Cc1ccc(NC(=S)NNC(=O)c2ccccc2O)c(C)c1,0.4,i,-1.5,10*,i,i,i,i,-1.9,-8.3,i
Cc1c(C(=O)Nc2ccc3c(c2)OCCO3)cnn1C,2.0,i,-2.1,i,i,i,i,i,-5.4,-4.4,i
CCOC(=O)c1cc2c(C)n(-c3ccc(N(C)C)cc3)c(C)c2cc(C(=O)OCC)c1=O,-2.8,i,-2.6,i,i,i,i,i,-5.5,-13.3,i
O=C(CSc1nnc2c(n1)[nH]c1ccccc12)NC1CCCCC1,-1.3,i,0.7,i,i,i,i,i,-2.5,-10.3,i

Structure,GSK3beta inhib,RGS4 act,GSK3A inh,KCNQ1 inh,KCNQ1 pot,KCNK9 inh,KCNK3 inh,RGS4 inh,DYRK1A inh,hERG protect,PolyA inhibitor
CCN1CCN(C(=O)CCc2ccc(S(=O)(=O)NCCc3ccccc3)cc2)CC1,-1.4,i,-1.1,i,i,i,i,i,-7.1,-0.9,i
CN1CCCN(CC(O)COCc2cccs2)CC1 (stereo not given),0.0,i,0.9,i,i,i,i,i,-4.9,-6.1,i
O=c1[nH]cccc1-c1nc2ccccc2n1Cc1cccc(Cl)c1,2.1,i,-5.3,i,i,i,i,i,-4.2,-12.1,i
CC(C)N(Cc1cn(C)nc1-c1cccc(Cl)c1)CC1CCC(=O)N1 (stereo not given),3.3,i,-0.9,i,i,i,i,i,5.6,-6.9,i
CCCCCCNC(=O)CCNC(=O)c1cc(OC)c(OC)c(OC)c1,13.6,i,.,i,i,i,i,i,-0.6,-8.2,i
Cc1cccc(Nc2ccccc2C(=O)OCC(=O)NCc2ccco2)c1C,1.1,i,1.7,i,i,i,i,i,-2.2,-8.2,i
Cc1ccc(S(=O)(=O)NCC(=O)OCc2ccccc2)cc1,-2.2,i,-0.6,i,i,i,i,i,-1.0,-10.0,i
Cn1nnnc1SCC(=O)c1cccs1,-0.6,i,-4.1,i,i,i,i,i,0.3,-3.8,i
Cc1ccc(O)c(NC(=S)NC(=O)/C=C/c2ccccc2)c1,.,i,-2.2,i,i,i,i,i,5.2,-6.0,i
Cc1cc(C)n2nc(SCC(=O)N3CCc4ccccc43)nc2n1,3.7,i,-0.7,i,i,i,i,i,-8.7,-6.6,i
O=C(COC(=O)c1ccc(Cl)c(S(=O)(=O)N2CCCC2)c1)NC1CCCCC1,0.8,i,1.2,i,i,i,i,i,1.9,-5.0,i
CCN1CCN(C(=O)c2ccc(Cl)c(S(=O)(=O)N3CCOCC3)c2)CC1,1.3,i,-3.3,i,i,i,i,i,-4.7,-6.8,i
Cc1ccc(NC(=O)C23CCC(C)(C(=O)[C@H]2Br)C3(C)C)cc1 (stereo not given in full),1.0,i,-2.3,i,i,i,i,i,.,-8.2,i
Cc1ccc(-c2ccc(CCC(=O)O)n2NC(=O)c2cccs2)cc1,-1.2,i,-6.5,i,i,i,i,i,2.0,-2.3,i
CN(C)/N=C/c1ccc(N2CCOCC2)cc1,-3.9,i,1.5,i,i,i,i,i,-0.1,-9.2,i
O=C(O)Cc1ccc(NC(=O)c2ccc3c(c2)C(=O)N(CC2CCCO2)C3=O)cc1 (stereo not given),-0.7,i,-0.4,i,i,i,i,i,-1.9,-0.2,i
COCCN(C(=O)COC(=O)/C=C/c1ccco1)c1c(N)n(Cc2ccccc2)c(=O)[nH]c1=O,-0.9,i,11.3,i,i,i,i,i,-3.3,-5.0,i
CCC(C)C(NC(N)=O)C(=O)NC1CCC(C)CC1 (stereo not given),2.3,i,0.2,i,i,i,.,i,.,-12.9,i
COc1ccc(OC)c(/C=C/C(=O)OCC(=O)c2c(N)n(C)c(=O)n(C)c2=O)c1,0.5,i,-0.5,i,i,i,i,i,-3.0,-7.6,i
O=C1OC(OC2CCCCC2)(c2ccccc2)c2ccccc21 (stereo not given),-2.7,i,-1.2,i,i,-17.6*,i,i,4.9,-7.4,i
Cc1ccc(S(=O)(=O)NC(=O)c2cc(C)n(C3CC3)c2C)cc1,-0.5,i,-3.6,i,i,i,i,i,-6.3,-8.4,i
CSCCCN1CC[C@@H](N2CCN(c3ccccc3F)CC2)[C@H](O)C1,-1.6,i,-2.8,i,i,i,i,i,5.7,-4.0,i
Cc1cc(-c2ccccc2)c2c(n1)sc1c(O)cc(=O)[nH]c12,2.2,i,3.2,i,i,i,.,i,.,-12.3,i
COCCNC(=O)C(=O)NCC1OCCN1S(=O)(=O)c1ccc(F)cc1 (stereo not given),3.1,i,-0.9,i,i,i,i,i,-2.2,-8.0,i
CCCCCC(=O)N1CC2(CC(c3cccc(NC(=O)CC)c3)=NO2)C[C@H]1C(N)=O (stereo not given in full),3.1,i,0.3,i,i,i,i,i,0.3,-8.2,i
CC(OC(=O)C1=COCCO1)C(=O)Nc1cccc(S(=O)(=O)N2CCOCC2)c1 (stereo not given),1.0,i,0.3,i,i,i,i,i,8.1,-8.9,i
CCOc1ccc(C(=O)NCc2ccc3c(c2)OCO3)cc1,3.4,i,-4.0,i,i,i,i,i,-0.4,-3.4,i

Only part of the results is shown; rates above refer to the full screens.
